Y pestis TopoI: blocks Yersinia pestis topoisomerase I activity; 360,000 compounds, 0.064% hits; activity, % at 10 µM; AID 504884; Y. pestis Topo-I cleavage product accumulation, plate reader; in the data active means activity above about 50%, passing the limit was not always enough; further: inactives centre near 2
Rv3671c protease: inhibitors of M. tuberculosis serine protease Rv3671c; inhibition, % at 5.96 µM; 320,000 compounds, 0.048% hits; P9WHR9; in the data active means inhibition above about 38%;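 further: extracellular domain of Rv3671c used as enzyme; 0% = enzyme with DMSO and 100% = no enzyme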
Target sequence (P9WHR9 whole entry, looked up, the tested form may be a part): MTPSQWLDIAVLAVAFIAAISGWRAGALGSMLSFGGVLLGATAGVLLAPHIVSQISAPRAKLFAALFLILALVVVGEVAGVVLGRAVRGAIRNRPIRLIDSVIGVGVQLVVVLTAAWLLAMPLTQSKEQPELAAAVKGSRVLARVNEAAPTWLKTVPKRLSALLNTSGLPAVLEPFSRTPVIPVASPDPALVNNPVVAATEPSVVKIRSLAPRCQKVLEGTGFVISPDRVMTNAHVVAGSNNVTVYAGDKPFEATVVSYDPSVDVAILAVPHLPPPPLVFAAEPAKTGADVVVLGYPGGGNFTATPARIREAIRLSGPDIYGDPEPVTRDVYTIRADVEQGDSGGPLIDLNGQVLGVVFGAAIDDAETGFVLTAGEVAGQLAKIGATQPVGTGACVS
3CLpro inhibitor: SARS-CoV 3CLpro protease inhibition; P0C6X7; recombinant SARS-CoV 3CLpro, quenched FRET peptide cleavage; inhibition, % at 6 µM; 290,000 compounds, 0.14% hits; AID 1706; in the data active means inhibition above about 12%
PrPC surface inh: reduces human prion protein on the cell surface. P04156. cell surface PrPC, TR-FRET read-out. inhibition, % at 13.8 µM. 370,000 compounds, 0.43% hits; in the data active means inhibition above about 24%; further: 0% = median of the test wells and 100% = reference compound wells
VHR inh abs: blocks human VHR1 dual specificity phosphatase. recombinant VHR phosphatase, pNPP absorbance. inhibition, % at 13.3 µM. 290,000 compounds, 0.52% hits. AID 1654; in the data active means inhibition above about 50%; further: some compounds called inactive have numbers as strong as hits
Target sequence (P51452 whole entry, looked up): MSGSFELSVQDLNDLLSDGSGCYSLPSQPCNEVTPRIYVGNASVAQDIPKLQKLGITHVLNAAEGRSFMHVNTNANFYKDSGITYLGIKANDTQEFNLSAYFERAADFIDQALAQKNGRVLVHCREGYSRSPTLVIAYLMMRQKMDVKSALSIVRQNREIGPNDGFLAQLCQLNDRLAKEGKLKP
PriA SSB inh: inhibitors of Klebsiella pneumoniae PriA binding to SSB C-terminal tail. AlphaScreen SSBct-PriA binding, biotinylated peptide. inhibition, % at 33 µM. 430,000 compounds, 0.6% hits; in the data active means inhibition mostly above about 37%, no sharp cut-off; inactive means mostly below about 20%;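 further: plate controls were negative control peptide for no effect and reference peptide for full effect; strong numbers were not always called active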
CCHF vOTU inh: CCHFV vOTU protease inhibition. AID 651958. Pep-AMC fluorescence. inhibition, % at 11.5 µM. 370,000 compounds, 0.55% hits; in the data active means inhibition above about 30%; further: 0% = vehicle wells with enzyme and 100% = no enzyme wells
MazF activator: MazEF (E. coli) toxin RNase activation; activation, % at 20 µM; FAM/BHQ RNA-DNA oligo cleavage fluorescence, 5 h; AID 504720; 350,000 compounds, 0.32% hits; P0AE70; in the data active means activation above about 50%
Target sequence (P0AE70 whole entry, looked up): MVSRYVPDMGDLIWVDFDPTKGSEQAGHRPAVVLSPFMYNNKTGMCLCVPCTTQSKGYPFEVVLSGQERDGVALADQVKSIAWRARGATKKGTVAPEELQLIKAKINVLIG
BH1578 lux ind: inducers of Vibrio cholerae quorum light production without autoinducers; 350,000 compounds, 0.16% hits; activation, % at 18.7 µM; V. cholerae BH1578 lux reporter, luminescence, 6 h; in the data active means activation mostly above about 9.7%, no sharp cut-off; further: not every result past the cut was called active; inactives centre near 0; reference of the scale not given here
TcdB GH inh: inhibitors of Clostridioides difficile toxin B glycohydrolase; inhibition, % at 9.99 µM; TcdB glycohydrolase enzymatic assay, plate reader; AID 652162; 350,000 compounds, 0.24% hits; in the data active means inhibition above about 10%
Starred values were filed as active, the others as inactive; i = inactive; nt = no result given; & = joins results of further samples. The list is partial; the hit share may differ from the screen's.

Results follow in this order: Y pestis TopoI	Rv3671c protease	3CLpro inhibitor	PrPC surface inh	VHR inh abs	PriA SSB inh	CCHF vOTU inh	MazF activator	BH1578 lux ind	TcdB GH inh
CC(=O)NCCNC(=O)c1ccc(-n2c(C)ccc2C)cc1
→ 12	10	4	8	18	-16	-11	-3	-0.2	1.0
CCOC(=O)CSC1=C(C#N)C(c2ccco2)C(C(=O)OCc2ccccc2)=C(C)N1 (stereo unspecified)
→ 42	-4	-1	nt	13	-31	nt	-7	-0.3	1.8
Cc1cc(NC(=O)c2cccs2)no1
→ 1	1	4	1	-4	-8	4	-6	-0.4	1.5
O=C(N/N=C/c1cc(Br)c(O)c(Br)c1)c1cc2c(ccc3ccccc32)o1
→ -8	nt	5	4	-2	nt	16	-13	-0.3	1.6
COc1ccc(N/N=C(/N=Nc2nc(C)cc(=O)[nH]2)c2ccccc2)cc1
→ 6	17	4	7	-6	nt	3	1	i	nt
CCOc1ccc(-c2nnn(CC(=O)NCc3cccs3)n2)cc1
→ 6	1	-2	3	3	-3	-2	-35	i	nt
O=C(NCCc1csc(-c2ccccc2)n1)c1ccco1
→ 12	-2	-2	11	10	7	-1	2	-2.3	0.4
CCn1c(-c2ccccc2)c(C(=O)CCl)c2ccccc21
→ -4	4	4	0	18	-16	-6	-1	i	0.6
O=C(COC(=O)C(O)c1ccccc1)c1ccc2c(c1)OCCO2 (stereo unspecified)
→ -3	-9	-2	-1	22	-13	-1	0	1.4	nt
OC(COC(c1ccc(F)cc1)c1ccc(F)cc1)CN1CCc2ccccc2C1 (stereo unspecified)
→ 28	0	3	-2	37	-17	4	1	-0.4	1.0

Molecules shown so far containing four or more nitrogen atoms, in the order listed:
Results follow in this order: Y pestis TopoI	Rv3671c protease	3CLpro inhibitor	PrPC surface inh	VHR inh abs	PriA SSB inh	CCHF vOTU inh	MazF activator	BH1578 lux ind	TcdB GH inh
COc1ccc(N/N=C(/N=Nc2nc(C)cc(=O)[nH]2)c2ccccc2)cc1
→ 6	17	4	7	-6	nt	3	1	i	nt
CCOc1ccc(-c2nnn(CC(=O)NCc3cccs3)n2)cc1
→ 6	1	-2	3	3	-3	-2	-35	i	nt

Next part
Results follow in this order: Y pestis TopoI	Rv3671c protease	3CLpro inhibitor	PrPC surface inh	VHR inh abs	PriA SSB inh	CCHF vOTU inh	MazF activator	BH1578 lux ind	TcdB GH inh
Cc1ccc(NC(=O)CN2C(=O)NC3(CCCc4ccccc43)C2=O)c(C)c1 (stereo unspecified)
→ -5	nt	nt	-1	nt	-11	-6	-8	0.4	5.4
C=C(c1cn(C(C)=O)c2ccccc12)c1cn(C(C)=O)c2ccccc12
→ -2	nt	nt	8	nt	-13	-10	-8	8.3	-10
CCOC(=O)C1C(=O)NC(N2CCN(CC)CC2)=NC1c1ccccc1 (stereo unspecified)
→ 1	5	-2	9	-11	-13	-11	9	nt	nt
O=C(CCCC(=O)OCC(=O)c1ccc(Cl)cc1Cl)Nc1cc(C(F)(F)F)ccc1Cl
→ 46	-2	-2	2	41	-25	-4	-2	-0.4	nt
Cc1ccc(-c2cc(C(F)F)nc(S(C)(=O)=O)n2)cc1
→ -8	-3	1	7	9	0	13	10	-0.8	0.2
CCCNC(=O)COC(=O)C1CCN(S(=O)(=O)c2ccc3c(c2)OCCO3)CC1
→ -6	3	nt	4	nt	0	-4	-7	i	-1.4
CCOc1cc(C(=O)Nc2ccc3c(c2)OCO3)ccc1OC(F)F
→ -3	-8	3	17	15	-4	-13	6	-0.5	0.1
COCCn1c(=S)[nH]c2cc(C(=O)N3CCC(C(N)=O)(N4CCCCC4)CC3)ccc2c1=O
→ -2	-5	2	-15	15	-23	4	-3	i	nt
COc1ccc(CN2CCNC(=O)C2CC(=O)NCc2csc(C)n2)c(F)c1 (stereo unspecified)
→ 3	-6	-3	5	-15	-9	-4	9	-5.9	0.7
Cc1ccc(NC(=O)C(C)N2C(=O)c3ccccc3C2=O)c(C)c1 (stereo unspecified)
→ 9	-3	-6	5	16	-17	-4	1	3.8	2.0
CCN(CC)S(=O)(=O)c1cccc(NC(=O)CN(C)C2CCCCC2)c1
→ 2	0	0	3	4	0	-6	-2	-0.9	0.8
COc1ccc(C(C)(C)C)cc1NC(=O)c1cc(S(=O)(=O)N(C)C)ccc1N1CCCC1
→ 21	-9	2	-13	-10	7	13	-2	i	1.1
COc1cccc(C(=O)N2CCCc3ccccc32)c1
→ 13	3	5	-1	21	-13	1	3	i	nt
CC(=O)N1N=C(c2cccnc2)CC1c1ccccc1O (stereo unspecified)
→ 0	7	3	-8	10	-7&-2	-14	6	-0.2	1.5
N=C1C(c2ccccc2)=C(O)C2CCc3ccccc3N12 (stereo unspecified)
→ 3	2	0	-6	19	1	3	9	i	nt
CCN(CC)c1ccc(NC(=O)c2ccc(=O)[nH]c2)cc1S(=O)(=O)Nc1ccc(OC)cc1
→ 14	-13	nt	7	nt	20	4	8	i	-0.4
O=C(CN1CCN(c2ncccn2)CC1)N(Cc1ccccc1)c1ccc(F)cc1
→ 23	4	1	-4	-6	6	5	-1	-0.6	1.4
O=C(CN1CCN(Cc2ccc(F)cc2)CC1)NCc1ccccc1
→ 5	-2	0	-8	18	3	-7	2	-0.5	-0.7
COc1ccc(-c2c(NC(=O)c3ccco3)oc3ccccc3c2=O)cc1OC
→ -2	-7	2	1	25	-5	4	-6	-0.4	-0.2
Cc1cc(-n2nc(C)cc2C)nc(NS(=O)(=O)c2ccccc2Cl)n1
→ 2	6	4	-11	18	2	2	-19	i	nt

Some entries already given with just PrPC surface inh and PriA SSB inh.
structure | PrPC surface inh | PriA SSB inh
CCOc1cc(C(=O)Nc2ccc3c(c2)OCO3)ccc1OC(F)F | 17 | -4
OC(COC(c1ccc(F)cc1)c1ccc(F)cc1)CN1CCc2ccccc2C1 (stereo unspecified) | -2 | -17
COc1ccc(C(C)(C)C)cc1NC(=O)c1cc(S(=O)(=O)N(C)C)ccc1N1CCCC1 | -13 | 7

(list continues)
Results follow in this order: Y pestis TopoI	Rv3671c protease	3CLpro inhibitor	PrPC surface inh	VHR inh abs	PriA SSB inh	CCHF vOTU inh	MazF activator	BH1578 lux ind	TcdB GH inh
Cc1ccc(C(=O)NC(=S)NNS(=O)(=O)c2ccccc2)cc1
→ 6	2	6	-2	13	-11	-11	-17	0.2	-12
CCOC(=O)C1CCCN(C(=O)N2CCOCC2)C1 (stereo unspecified)
→ 3	-2	1	-3	12	-9	0	-1	i	nt
O=C(CCN1CCOCC1)NNC(=O)/C(=C/c1ccccc1)NC(=O)c1ccccc1
→ 4	7	2	-3	-13	-11	0	10	-0.4	-0.4
N#Cc1c(-c2ccccc2)ccnc1Oc1ccccc1
→ 1	-9	2	6	12	-18	0	3	-0.7	nt
Nn1c(-c2ccc(F)cc2)nc2ccccc2c1=O
→ -1	3	-1	1	-5	-5	-11	-4	-1.4	3.6
Nc1c(C(=O)Nc2ccc3c(c2)OCCO3)nnn1Cc1cccc(Br)c1
→ 3	-14	nt	29*	nt	-8	0	0	i	5.0
Cc1ccc(C(=O)NCC(=O)OCC(=O)Nc2cc(S(=O)(=O)N3CCOCC3)ccc2Cl)s1
→ 9	-3	nt	24	nt	0	15	-2	-0.7	-0.6
CCOc1cc(S(=O)(=O)Nc2ccc(Cl)cn2)ccc1Cl
→ 6	4	-5	-7	31	-17	15	0	-3.4	nt
CCOc1ccc(-n2c(=S)sc3c(=O)[nH]c(SCC(=O)N4CCC(C)CC4)nc32)cc1
→ 37	5	6	-6	3	-3	-4	1	i	1.2
Cc1cc(NC(=O)COC(=O)C2CC(=O)N(c3cccc(Cl)c3)C2)no1 (stereo unspecified)
→ 16	-12	-7	5	33	-7	-16	6	i	0.6
CC(C)(C)Nc1nc(NN)nc(NC(C)(C)C)n1
→ -3	4	4	-2	6	13	4	5	0.7	nt
O=C1c2ccccc2C(=O)N1c1cccc2cccnc12
→ 3	3	3	-1	-2	0	25	6	-0.3	nt
CCN(CC)CCN(C(=O)/C=C/c1cccs1)c1nc2ccc(F)cc2s1
→ 4	-8	-6	5	34	5&15	20	8	-0.3	0.5
CCNCC(=O)N1c2ccccc2CCc2ccc(NC(=O)OC(C)C)cc21
→ 9	3	1	-8	-6	-2	-8	3	-0.4	0.3
O=C(NCc1cccnc1)c1ccc(NC(=O)c2ccc([N+](=O)[O-])cc2)cc1
→ -6	-4	-1	-52	-7	3	3	2	-1.7	1.9
CCOC(=O)C1(C)CCN1C(=O)c1cccnc1Oc1ccccc1 (stereo unspecified)
→ 1	nt	nt	-3	nt	nt	-1	nt	-0.8	1.1
CCCCc1ccc(NC(=O)CC(C)=O)cc1
→ -8	-12	3	-3	17	4	0	3	-0.2	nt
COC(=O)CN(C)C(=O)CC1C(=O)NCCN1CC(C)(C)C (stereo unspecified)
→ 1	-9	3	6	-10	-3	0	-3	nt	-0.5
O=C(CSc1nnc(CNC(=O)c2cccs2)o1)NCC1CCCO1 (stereo unspecified)
→ 4	-3	-1	-5	15	7	1	-1	i	0.9
Cc1ccc(-c2cn(S(=O)(=O)c3ccc(C)cc3)nc2N)cc1
→ 2	-38	1	16	24	-2	5	4	-0.2	nt
O=C(NC1CC(=O)N(c2ccccc2)C1)C1CC1 (stereo unspecified)
→ -7	5	nt	5	nt	-7&-7	-3	-2	i	1.1
Cc1c(NC(=O)COC(=O)/C=C/c2ccc(Cl)cc2)c(=O)n(-c2ccccc2)n1C
→ 0	3	1	-3	14	-4	-2	-1	i	1.9
O=C(CSCC(=O)Nc1nc(-c2ccc3c(c2)OCO3)cs1)Nc1nccs1
→ 2	-14	1	-5	16	0	5	8	i	1.7
COc1ccccc1-c1c(C)nn2c(C)c(C(C)=O)cnc12
→ 6	10	4	0	13	-21	-3	4	i	nt
O=C(Nc1ccccc1N1CCCC1)c1ccco1
→ 6	1	-2	-3	14	-8	3	9	-0.3	nt
O=C(c1nc2ccc(Cl)cn2c1CNCCn1ccnc1)N1CCCCCCC1
→ 6	-3	0	-1	30	9	-5	2	-0.3	1.2
CCc1nnc(NC(=O)c2cccc(S(=O)(=O)N3CCN(c4ccccc4)CC3)c2)s1
→ 22	-29	-3	6	3	7	24	-4	i	nt
O=C(Nc1nccs1)c1ccc(S(=O)(=O)NCC2CCCCC2)cc1
→ 0	-11	2	7	29	-5	-4	-3	i	nt
Cc1nnc(SCC(=O)Nc2nonc2C)s1
→ 6	0	-2	-1	28	-5	6	7	-0.9	-0.3
CC(=O)N1C(=O)C2(C(C#N)=C(N)Oc3c2c(C)nn3-c2ccccc2)c2ccccc21 (stereo unspecified)
→ 7	3	1	-5	-1	-27	-10	0	-0.5	nt
Cc1csc(Nc2ccc(C(=O)O)cc2)n1
→ 7	2	-1	-3	19	-5	7	-2	-2.0	0.6
Cc1cccc(C(C)C)c1NC(=O)C(C)OC(=O)Cn1cnc2c1c(=O)n(C)c(=O)n2C (stereo unspecified)
→ 1	4	nt	0	nt	5	-2	11	-1.9	1.3
CCOc1ccc(C(=O)Nc2ccc(N3CCN(C)CC3)cc2)cc1
→ -20	5	-4	2	9	-4	-9	13	-1.2	-0.6
O=C1NC[C@H](c2ccccc2)OC(=O)[C@H](Cc2ccc(F)cc2)C/C=C\C[C@H]1CC(=O)N(CCO)Cc1ccccc1
→ 15	7	nt	13	nt	-5	-2	3	-0.6	0.4
COc1ccccc1NC(=O)NCCCCc1ccccc1
→ 11	4	2	0	-11	-20	11	-1	0.5	0.5
COc1ccc(OC)c(NC(=O)CN(Cc2ccc(Cl)cc2)S(C)(=O)=O)c1
→ 49	-1	-4	1	9	2	10	5	-0.1	1.3
C[C@@H]1CN([C@H](C)CO)C(=O)CCCn2nncc2CO[C@@H]1CN(C)S(=O)(=O)c1cccc(F)c1
→ 0	nt	nt	-2	nt	nt	-2	6	i	0.5&-1.8
COc1cc(C(=O)NNC(=O)c2ccc3c(c2)OCCO3)cc(OC)c1OC
→ 4	8	nt	4	nt	-14	-14	9	i	0.7
COc1ccc(C(=O)Oc2ccc(C)cc2)cc1S(=O)(=O)N1CCOCC1
→ 11	nt	nt	6	nt	nt	-2	0	-0.8	1.6
Cc1cnc(NC(=O)CSc2nnc(-c3ccncc3)n2C2CCCCC2)s1
→ -1	-1	5	0	6	-3	-4	4	-0.5	nt
Cn1c(O)c(C(c2ccccn2)c2c(O)n(C)c(=S)[nH]c2=O)c(=O)[nH]c1=S
→ 4	-10	3	3	27	8	-7	12	i	nt
